Screening results as filed in PubChem.
Ins promoter up: MIN6 insulin promoter up-regulation. MIN6 insulin promoter-GFP reporter, high-content imaging; hits give high values. z-score at 5 µM. hit rate 0.3% among 190,000;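 active = z-score above 3 at 5 µM with at least 500 cells counted in the well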
Autophagy HCS: modulators of autophagy; hit rate 0.98% among 190,000; MEF GFP-LC3 puncta imaging; test concentration mostly 10 µM; calls only at 10 µM (by protocol);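 active = percentage of spot-positive cells more than 3 SD above its plate mean, without a fluorescence outlier flag or 80% toxicity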;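 note: spot-positive cell cutoff set from DMSO-treated cells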
MT stabilizer: stabilizes microtubules in HeLa cells | HeLa tubulin immunostaining HCS, 24 h; share of cells brighter than vehicle mean+2SD | % tubulin-high responders, % at 10 µM | hit rate 0.83% among 200,000;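 active = plate Z-score above 3 for both tubulin-high and condensed-nucleus cell shares, with cell loss under 80%, at 10 µM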;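 note: anti alpha tubulin signal scored within the nucleus-defined area of each cell; some results filed as inactive read as strong as hits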
Dynein transport: dynein cargo transport inhibition. 3617.4 mouse cells, GR-EGFP nuclear translocation imaging; test concentration mostly 20 µM; stimulated with dexamethasone, 1 µM; hits give low values. z-score, hits read low. hit rate 0.47% among 220,000. AID 1381;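 active = plate z-score of nuclear minus cytoplasmic receptor signal below a set negative limit, without overly bright fluorescence or cell loss, cut at about -3.5 in these data, passing the limit was not always enough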;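 note: z-score of nuclear minus cytoplasmic ring GR-EGFP intensity difference per well; some compounds called inactive have numbers as strong as hits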
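Schedule: 48 h induction, then 1 h compound, then 30 min agonist, 37 °C. Buffer or medium: tetracycline-free induction medium containing charcoal-stripped FBS. Reagent: 1.0 µM final dexamethasone stimulus. Evaluation: nuclear versus cytoplasmic GR-EGFP signal, averaged per well. Signal: high-content fluorescence imaging after fixation.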
bCat nuc transl: alters nuclear translocation of beta-catenin in HeLa cells | immunofluorescence imaging | nuclear translocation activity, % at 5 µM | hit rate 0.3% among 190,000 | AID 1665;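 active = nuclear translocation activity above 50% at 5 µM, with a well cell count of 50 or more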;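 note: per-cell ratio of nuclear to cytoplasmic median beta-catenin stain intensity; plate controls were DMSO negative control for no effect and GSK-3 inhibitor IX positive control for full effect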
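assay system = human HeLa cells, endogenous beta-catenin | times = compound treatment 24 h, 37°C, 5% CO2 | detection = Anti-beta-catenin immunofluorescence on PFA-fixed, Triton-permeabilized cells, DAPI nuclei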
ER stress rescue: protection against thapsigargin-triggered cell killing – 384-well, CSM14.1, ATP luminescence, primary screen (AID 1222) | CSM14.1 thapsigargin-induced death rescue, ATP luminescence; higher % means a stronger effect | cellular ATP content (survival), % at 20 µM, or EC50 in µM where a hit was titrated | 190,000 tested, under 10 active;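 active = EC50 below 50 µM in the dose-response confirmation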;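 note: death triggered by thapsigargin at about 15 µM added after 2 h compound pretreatment; cell ATP read after overnight thapsigargin exposure of roughly 18 to 22 hours; normalized against plate controls of thapsigargin alone and 5% DMSO vehicle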
Hep lipid drop: modulators of hepatic lipid droplet formation. hit rate 0.4% among 240,000. inhibition, % at 6.5 µM. AML12 mouse hepatocytes, oleate lipid droplets, BODIPY imaging;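 active = lipid droplet intensity inhibited by at least 50%, with more than 500 cells counted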
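Material – mouse AML12 hepatocyte cell line, fixed after treatment · Compound dosing – one dose, 6.5 µM compound · Times – compound with oleate, overnight · Measured by – Image-based BODIPY and DAPI two-channel analysis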
WT yeast gro inh: growth inhibition of WT yeast, mitochondrial fusion screen. mitochondrial fusion phenotypic screen, WT strain. hit rate 2.1% among 190,000. inhibition, % at 10 µM; in the data active = inhibition above about 58%; tested in S. cerevisiae
XIAP antagonists: XIAP antagonists, biochemical, IAP family, fluorescence polarization (AID 1018). hit rate 0.007% among 200,000. XIAP BIR domain, fluorescence polarization peptide displacement; higher % means a stronger effect. displacement, % at 20 µM, or IC50 in µM where a hit was titrated; in the data active = displacement above about 50%; note: a part of the inactive calls stands beside numbers as strong as those of hits
WT yeast gro inh mutant strain: further read-out of WT yeast gro inh, marked with its call; inhibition, %; mitochondrial fusion phenotypic screen, mutant strain inhibition
Dynein transport cytoplasmic EGFP: also measured in Dynein transport; calls as there; z-score; measured here: cytoplasmic GR-EGFP intensity; hits give high values
Dynein transport nuclear GR-EGFP: also measured in Dynein transport; calls as there; z-score; measured here: nuclear GR-EGFP intensity;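 lower value marks the stronger effect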
Dynein transport cell count: recorded beside Dynein transport, whose call it bears; z-score; measured here: cell count per field
Ins promoter up cell count: second read-out of Ins promoter up, no call of its own (marks repeat the call); cell count; measured here: cytotoxicity, nuclei count;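 total cells summed across four imaged fields per well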
Hep lipid drop cells 6.5 µM: also measured in Hep lipid drop; calls as there; cell count; measured here: cell count, cytotoxicity flag;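 cells counted across two imaged fields per well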
bCat nuc transl cell count 5 µM: recorded beside bCat nuc transl, whose call it bears; cell count; measured here: cell count, cytotoxicity flag
MT stabilizer Hoechst-high %: also measured in MT stabilizer; calls as there; % Hoechst-high responders; measured here: nuclear condensation Hoechst responders;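 share of cells brighter than vehicle mean plus two SD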
MT stabilizer cytotoxicity %: further read-out of MT stabilizer, marked with its call; toxicity, %; measured here: cytotoxicity by cell density;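 0% = mean cell density of plate MIN control wells and 100% = no cells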
Autophagy HCS cell loss 18 h: also measured in Autophagy HCS; calls as there; toxicity, %; measured here: cell loss, nuclei count;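 cell loss after 18 h compound exposure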
Starred values were filed as active, the others as inactive; i = inactive; . = not tested or not shown. Hits appear at their usual frequency; about 4% have a hit in one of these screens.

SMILES	Ins promoter up	Ins promoter up cell count	Autophagy HCS	Autophagy HCS cell loss 18 h	MT stabilizer	MT stabilizer Hoechst-high %	MT stabilizer cytotoxicity %	Dynein transport	Dynein transport cytoplasmic EGFP	Dynein transport nuclear GR-EGFP	Dynein transport cell count	bCat nuc transl	bCat nuc transl cell count 5 µM	ER stress rescue	Hep lipid drop	Hep lipid drop cells 6.5 µM	WT yeast gro inh	WT yeast gro inh mutant strain	XIAP antagonists
CS/C(=N\NC(N)=O)c1ccccc1	-0.56	1366	i	-3	3.4	2.2	11	0.14	-0.037	0.25	0.15	-5.8	567	-0.9%	-2	686	-2	-17	-7.7%
COc1ccccc1-c1nc(C#N)c(NCCCn2ccnc2)o1	-0.12	1003	.	.	.	.	.	-0.13	-0.19	0.32	0.5	-0.9	1298	.	-1	639	.	.	.
COc1ccc(C(=O)Nc2cc(C)on2)cc1[N+](=O)[O-]	-0.25	1270	i	2	3.4	3.3	6.7	-0.052	0.35	-0.14	0.43	-2.0	1101	-0.1%	-4	717	-7	-6	-8.5%
Cc1cccc(Oc2ccc(S(=O)(=O)N3CCCCC3)cc2N)c1	-0.25	1247	i	0	5.2	2.3	6.1	0.56	-0.3	0.55	0.2	1.4	945	-1.4%	-14	700	5	9	-2.0%
CCO/N=C(\C)c1c(O)c(CC)c(-c2ccccc2)n(-c2ccccc2)c1=O	.	.	i	1	4.2	2.4	7.3	1.5	-0.075	1.5	-1.5	-4.3	490	-3.1%	-6	715	-5	-8	-3.0%
Cc1ccc(N2C(=O)CC(c3ccsc3)C3=C2CC(C)(C)CC3=O)cc1 (stereo not drawn)	.	.	i	4	2.9	2.2	8.8	-0.33	-0.2	0.29	0.89	.	.	2.7%	.	.	-7	10	-2.6%
Cc1ccc(NC(=O)Nc2cnc3ccccc3c2)cc1	0.39	1558	i	13	2.0	1.6	7.9	-0.61	-0.18	0.11	0.6	-3.4	929	-1.6%	0	683	-4	-5	-6.2%
Cc1ccc(CNC(=O)COC(=O)CSc2ccc(Br)cc2C)cc1	0.9	1520	i	2	1.8	1.4	5.9	0.18	-0.23	0.2	0.053	-1.0	1079	-0.4%	-17	657	-9	16	-6.1%
CCn1c(SCC(=O)N/N=C/c2c[nH]c3ccccc23)nnc1-c1ccc(Cl)cc1	0.25	1269	i	7	12*	29*	36*	0.26	-0.22	-0.2	-1.1	35	181	-4.4%	3	661	-9	-8	-16%
O=C(OCc1cc(=O)n2c(n1)sc1ccccc12)c1ccc(O)cc1	-0.65	1372	i	7	2.4	1.2	2.1	2	0.44	2.3	-3.6	-1.7	1047	9.6%	-7	480	3	-30	-2.9%
CCn1c(=O)cc(SCC(=O)NCCCN2CCC(C)CC2)c2ccccc21	0.21	1222	i	0	1.9	1.7	4.1	-0.35	-0.21	-0.11	-0.094	-3.3	1123	-1.6%	12	684	-3	-16	-5.6%
COc1ccc2nc(C)cc(SCC(=O)NNC(=O)COc3cccc4ccccc34)c2c1	-0.13	1461	i	-12	2.9	3.1	2.4	-0.57	-0.21	-0.13	-0.082	2.0	1024	-0.5%	16	674	8	-4	-6.8%
CCCN=C1CC(C)(C)CC(=O)/C1=C(/O)CCCN1C(=O)c2ccccc2C1=O	0.09	1118	i	25	4.6	2.3	9.6	-0.45	-0.18	-0.23	0.011	-0.6	1043	-0.7%	-13	737	2	-33	-4.8%
CCOC(=O)N1CCC(NC(=O)Cn2cc3c(n2)CCC(C)C3)CC1 (stereo not drawn)	0.96	1074	i	-9	2.6	1.9	4.6	0.17	-0.17	0.16	0.59	-1.4	989	-0.1%	-4	793	-25	-11	-8.9%
CC1(N2CCOCC2)CC2(O)C(=[N+]1[O-])CCc1c2no[n+]1[O-] (stereo not drawn)	1.3	1282	i	-3	6.4	2.5	5.3	-1.3	-0.15	-0.7	0.19	-2.1	904	.	.	.	5	16	-2.0%

A different layout for 8 compounds above:
compound | Ins promoter up | Ins promoter up cell count | Autophagy HCS | Autophagy HCS cell loss 18 h | MT stabilizer | MT stabilizer Hoechst-high % | MT stabilizer cytotoxicity % | Dynein transport | Dynein transport cytoplasmic EGFP | Dynein transport nuclear GR-EGFP | Dynein transport cell count | bCat nuc transl | bCat nuc transl cell count 5 µM | ER stress rescue | Hep lipid drop | Hep lipid drop cells 6.5 µM | WT yeast gro inh | WT yeast gro inh mutant strain | XIAP antagonists
CS/C(=N\NC(N)=O)c1ccccc1 | -0.56 | 1366 | i | -3 | 3.4 | 2.2 | 11 | 0.14 | -0.037 | 0.25 | 0.15 | -5.8 | 567 | -0.9% | -2 | 686 | -2 | -17 | -7.7%
COc1ccccc1-c1nc(C#N)c(NCCCn2ccnc2)o1 | -0.12 | 1003 | . | . | . | . | . | -0.13 | -0.19 | 0.32 | 0.5 | -0.9 | 1298 | . | -1 | 639 | . | . | .
COc1ccc(C(=O)Nc2cc(C)on2)cc1[N+](=O)[O-] | -0.25 | 1270 | i | 2 | 3.4 | 3.3 | 6.7 | -0.052 | 0.35 | -0.14 | 0.43 | -2.0 | 1101 | -0.1% | -4 | 717 | -7 | -6 | -8.5%
Cc1cccc(Oc2ccc(S(=O)(=O)N3CCCCC3)cc2N)c1 | -0.25 | 1247 | i | 0 | 5.2 | 2.3 | 6.1 | 0.56 | -0.3 | 0.55 | 0.2 | 1.4 | 945 | -1.4% | -14 | 700 | 5 | 9 | -2.0%
CCO/N=C(\C)c1c(O)c(CC)c(-c2ccccc2)n(-c2ccccc2)c1=O | . | . | i | 1 | 4.2 | 2.4 | 7.3 | 1.5 | -0.075 | 1.5 | -1.5 | -4.3 | 490 | -3.1% | -6 | 715 | -5 | -8 | -3.0%
Cc1ccc(N2C(=O)CC(c3ccsc3)C3=C2CC(C)(C)CC3=O)cc1 (stereo not drawn) | . | . | i | 4 | 2.9 | 2.2 | 8.8 | -0.33 | -0.2 | 0.29 | 0.89 | . | . | 2.7% | . | . | -7 | 10 | -2.6%
Cc1ccc(NC(=O)Nc2cnc3ccccc3c2)cc1 | 0.39 | 1558 | i | 13 | 2.0 | 1.6 | 7.9 | -0.61 | -0.18 | 0.11 | 0.6 | -3.4 | 929 | -1.6% | 0 | 683 | -4 | -5 | -6.2%
Cc1ccc(CNC(=O)COC(=O)CSc2ccc(Br)cc2C)cc1 | 0.9 | 1520 | i | 2 | 1.8 | 1.4 | 5.9 | 0.18 | -0.23 | 0.2 | 0.053 | -1.0 | 1079 | -0.4% | -17 | 657 | -9 | 16 | -6.1%

(more compounds)
SMILES	Ins promoter up	Ins promoter up cell count	Autophagy HCS	Autophagy HCS cell loss 18 h	MT stabilizer	MT stabilizer Hoechst-high %	MT stabilizer cytotoxicity %	Dynein transport	Dynein transport cytoplasmic EGFP	Dynein transport nuclear GR-EGFP	Dynein transport cell count	bCat nuc transl	bCat nuc transl cell count 5 µM	ER stress rescue	Hep lipid drop	Hep lipid drop cells 6.5 µM	WT yeast gro inh	WT yeast gro inh mutant strain	XIAP antagonists
COc1ccc(C(=O)N/N=c2\oc3ccccc3cc2C(N)=O)cc1	0.41	1172	i	3	5.8	1.2	7.1	-0.22	-0.24	-0.26	0.94	-2.4	995	-0.3%	20	708	-3	1	-5.7%
Cc1cccc(OCc2nc(-c3ccc(Br)o3)no2)c1	-0.17	1286	i	-9	2.6	2.0	5.9	-1.2	-0.34	-0.58	1	-0.1	1115	-0.8%	14	766	7	2	-15%
Cc1ccc(C(c2nnnn2CCc2ccccc2)N2CCSCC2)cc1 (stereo not drawn)	0.56	1245	i	7	1.1	1.2	4.3	0.04	-0.15	-0.025	-0.28	.	.	-1.8%	-8	679	29	23	-3.0%
CCCn1c2c(c(O)c(C(=O)Nc3ccccn3)c1=O)CCCC2	0.18	1219	.	.	.	.	.	.	.	.	.	1.5	1162	-2.0%	.	.	.	.	-1.7%
COc1cc(C=O)ccc1OCCCOc1ccccc1C(=O)O	0.14	1546	i	5	1.1	0.8	5.3	-0.74	-0.22	-0.5	0.43	0.3	1358	-0.6%	.	.	1	13	-2.0%
CCOc1ccc(NC(C(=O)Nc2cccc(C(C)=O)c2)c2ccccc2)cc1 (stereo not drawn)	-0.25	1412	i	8	5.8	1.8	7.8	0.54	-0.24	0.48	0.3	-3.9	1141	6.0%	-8	654	0	-16	-0.9%
Cc1noc(C)c1C(=O)NCCc1ccccc1	.	.	i	-7	1.7	1.5	0.7	2.9	0.012	2.1	-1.9	4.1	950	-3.3%	-12	764	-6	-4	0.4%
Cn1c(CSc2nc3ccccc3s2)n[nH]c1=S	0.12	1867	i	6	3.6	2.4	12	-0.85	0.2	-0.42	0.18	-0.1	1043	-1.1%	-5	672	0	-2	-1.0%
Cc1ccc(CNC(=O)CNC(=S)N(Cc2ccccc2)Cc2cccnc2)cc1	0.15	1230	i	4	3.4	2.0	9.7	0.56	-0.19	0.47	-0.44	0.0	1124	-1.4%	-11	753	-7	-14	-2.2%
O=C(NCc1ccccc1)C(Cc1ccccc1)NS(=O)(=O)c1cccc2nsnc12 (stereo not drawn)	0.17	822	i	-5	0.8	1.6	6.2	3.3	2	1.8	-2.1	2.4	1013	-3.5%	-22	719	16	12	-2.8%
